# HER2 expr 66K: lowers expression of human Her2 kinase. actives 0.69% (n = 65,000). HER2 level % of control, % at 10 µM. AID 645. SKBR-3 HER2 protein level, AlphaScreen, 18-24 h; active compounds read low. P04626;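 active = HER2 level under 5% of the carrier-only control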;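 note: 100% = DMSO carrier and 0% = 500 nM PU-H71 HSP90 inhibitor; lower value means stronger loss of Her2 protein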
# Autofluor 339: intrinsic fluorescence of library compounds, ex339/em460 – biochemical, MLSMR library, data from DPM-DC assay, artefact control, profiling panel; AID 709; compound autofluorescence, ex339/em460 nm, NADH buffer; active compounds read high; 1 = no-compound wells, NADH background; actives 5.5% (n = 65,000); fluorescence fold increase at 10 µM;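 active = at 10 µM, mean starting fluorescence two-fold or more over control wells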;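 note: signal is the first read of a kinetic run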
# Cdc25B block: inhibitors of human Cdc25B phosphatase | inhibition, %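 (compounds tested at 10 µM final in the well)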 | actives 0.1% (n = 65,000) | recombinant Cdc25B, OMFP fluorescence Ex485/Em525; in the data active = inhibition above about 50%
# A340 absorber: absorbance at 340 nm. compound absorbance at 340 nm, fold over control. fold change at 10 µM. 65,000 tested, under 10 active;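 active = at 10 µM dose, initial 340 nm absorbance at least 2 fold that of control wells; inactive = change under 2 fold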;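 note: initial absorbance extrapolated from kinetic A340 decline of NADH oxidation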
# Hsp90 inh: displaces geldanamycin probe from tumor Hsp90 | P07900 | NCI-N417 lysate Hsp90, Cy3B-geldanamycin FP displacement | inhibition, % at 30 µM | actives 0.35% (n = 64,000) | AID 429;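 active = inhibition above 50%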;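 note: 0% = tracer plus lysate wells and 100% = tracer alone without lysate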
# DUSP1 inh: blocks human MKP-1 phosphatase activity | P28562 | recombinant MKP-1, OMFP hydrolysis fluorescence | inhibition, %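 (compounds tested at a single concentration somewhere between 10 and 100 µM)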 | actives 0.15% (n = 65,000);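 active = inhibition above about 50%, limit read from the data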;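 note: 0% = DMSO max control wells and 100% = wells with enzyme stopped by NaOH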
# Target sequence (P28562 whole entry, looked up): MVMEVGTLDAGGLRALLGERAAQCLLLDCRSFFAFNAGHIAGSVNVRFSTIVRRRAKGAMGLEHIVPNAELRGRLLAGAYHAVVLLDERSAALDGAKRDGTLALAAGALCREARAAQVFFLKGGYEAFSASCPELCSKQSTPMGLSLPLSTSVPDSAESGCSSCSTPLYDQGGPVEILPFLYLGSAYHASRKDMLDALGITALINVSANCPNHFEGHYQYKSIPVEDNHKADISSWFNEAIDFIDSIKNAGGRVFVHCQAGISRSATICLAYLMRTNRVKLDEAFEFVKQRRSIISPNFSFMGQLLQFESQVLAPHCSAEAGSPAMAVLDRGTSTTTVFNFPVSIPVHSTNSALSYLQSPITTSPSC
# JNK3 blocker: JNK3 (human) kinase inhibition. P53779. actives 0.61% (n = 60,000). inhibition, % at 8 µM. purified JNK3 kinase activity, HTS; in the data active = inhibition above about 17%;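 note: 0% = DMSO and 100% = reference inhibitor; many of its hits are not listed in these tables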
# Target sequence (P53779 whole entry, looked up): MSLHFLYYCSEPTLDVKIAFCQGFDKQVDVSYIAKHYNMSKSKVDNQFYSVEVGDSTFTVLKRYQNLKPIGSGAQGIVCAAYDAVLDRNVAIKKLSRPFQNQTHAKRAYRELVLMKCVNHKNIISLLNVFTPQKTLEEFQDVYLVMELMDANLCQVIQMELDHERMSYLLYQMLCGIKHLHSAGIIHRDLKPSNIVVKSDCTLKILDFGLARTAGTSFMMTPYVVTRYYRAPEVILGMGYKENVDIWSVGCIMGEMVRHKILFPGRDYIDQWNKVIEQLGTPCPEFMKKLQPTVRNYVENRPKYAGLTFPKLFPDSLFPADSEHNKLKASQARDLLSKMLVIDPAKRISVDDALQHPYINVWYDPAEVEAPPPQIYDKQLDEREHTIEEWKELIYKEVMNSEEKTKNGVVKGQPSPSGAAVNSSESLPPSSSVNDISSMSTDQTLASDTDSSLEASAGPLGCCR
# PKA inh: inhibitors of human protein kinase A; inhibition, % at 6 µM; PKA Kemptide phosphorylation, Kinase-Glo ATP luminescence; P17612; actives 0.1% (n = 65,000);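 active = inhibition above the screen-wide mean inhibition plus 3 SD, cut at about 21% in these data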; note: many of its hits are not listed in these tables
# ROCK2 inh: ROCK2 (human) kinase inhibition | O75116 | purified ROCK2, Kinase-Glo ATP depletion luminescence | inhibition, % at 6 µM | actives 0.35% (n = 60,000);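 active = inhibition above the screen-wide mean inhibition plus 3 SD, cut at about 18% in these data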;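 note: plate controls were DMSO wells for no effect and Y-27632 control wells after no-enzyme background subtraction for full effect; many of its hits are not listed in these tables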
# An asterisk follows results filed as active; · = not tested or not shown. Some of the compounds tested; count on the stated rates, not on these rows.
# Every second line gives: HER2 expr 66K	Autofluor 339	Cdc25B block	A340 absorber	Hsp90 inh	DUSP1 inh	JNK3 blocker	PKA inh	ROCK2 inh
CCOC(=O)CCCNC(=O)CN1C(=O)NC2(CCCCCC2)C1=O
→ 94.9	1.15	-6.6	1.04	-0.5	6.1	2.3	-4.4	-6.9
Cc1cc(NCc2ccccc2)nc(-c2ccccc2O)n1
→ 95.0	2.19*	-13.6	1.09	-1.2	2.3	6.2	4.9	-0.5
O=C(CSC1=NCCS1)N1CCCCCC1
→ 84.4	1.12	-9.2	1	-3.3	21.6	-6.8	3.9	4.8
Cn1c(N)c(C(=O)COC(=O)CCCc2c[nH]c3ccccc23)c(=O)n(C)c1=O
→ 62.6	1.04	1.3	1.01	-3.5	22.7	-3.9	-1.4	1.1
CCOc1nc(C)ccc1-c1noc(-c2ccco2)n1
→ 64.9	1.14	-6.4	1.01	-3.1	-5.0	-0.5	-1.3	0.8
Nc1ncnc2c1ncn2CCNCCc1ccccc1
→ 134.4	1.07	0.7	1.02	-1.3	-0.9	0.5	13.2	5.3
CCCCCCC(=O)NCC(=O)OCC(=O)c1ccccc1
→ 117.8	1.1	1.0	1.01	1.5	15.8	1.4	5.3	-6.0
CC(=O)N1c2c(cc(Br)cc2S(=O)(=O)NCC2COc3ccccc3O2)CC1C (stereo not drawn)
→ 117.0	1.05	-10.8	1	-6.1	14.7	·	8.5	·
COc1ccc(C2(C(=O)NCC3CCCO3)CCOCC2)cc1 (stereo not drawn)
→ 103.2	1.12	-5.2	1.04	-4.4	-7.1	4.0	5.6	4.6
CC(C)c1nc(-c2c(N)n(C)c(=O)n(C)c2=O)sc1C(=O)C(C)(C)C
→ 105.3	1.11	-3.7	1.01	-0.2	1.2	-7.6	9.2	8.9
Cc1nc2ncnn2c(C)c1CCC(=O)NCCC1=CCCCC1
→ 92.3	1.11	-8.7	1.02	-1.0	-1.7	-3.3	10.0	4.8
CCNC(=O)COn1c(SCC(=O)NCC)nc2ccccc2c1=O
→ 166.1	1.08	-20.4	1	-1.8	-23.5	-8.2	3.3	-5.0
COCCCNC(=O)CN(c1cccc(Cl)c1)S(C)(=O)=O
→ 74.7	1.11	-9.5	0.99	0.9	7.0	-2.2	3.8	5.7
O=C(NCC1COc2ccccc2O1)c1ccc(NC(=O)C2CCCO2)cc1 (stereo not drawn)
→ 78.7	1.09	-7.1	1.03	·	6.0	·	3.5	·
COc1cccc(-c2noc(C3CCCN(C(=O)Cc4ccccc4)C3)n2)c1 (stereo not drawn)
→ 74.1	1.05	3.2	0.97	0.9	19.7	0.6	4.1	6.8
CCN(CC)S(=O)(=O)c1cccc(-c2nnc(SC(C)C(=O)NCCC3=CCCCC3)o2)c1 (stereo not drawn)
→ 76.1	1.08	-13.2	1	-1.2	28.9	5.2	5.8	-0.1
CN1C=CC(=C2C(=O)c3ccccc3C2=O)C=C1
→ 104.2	1.05	-13.0	1.1	-1.8	0.6	32.0*	-0.5	-1.3
Cc1ccc(C(=O)CSc2nnc(-c3ccco3)n2CC2CCCO2)cc1 (stereo not drawn)
→ 96.9	1.08	-6.8	0.97	0.4	3.7	7.3	2.2	-0.8
CCOC(=O)C1CCN(Cc2nc3ccccc3c(=O)n2-c2ccc(OCC)cc2)CC1
→ 76.0	1.09	-4.4	1.04	-8.8	-7.3	3.7	3.9	0.3
Cn1nc(-c2ccc(OCC(=O)Nc3cccnc3)cc2)c2ccccc2c1=O
→ 79.2	1.12	-11.9	1.07	-1.3	-1.0	4.2	7.4	15.0
Cc1ccc2[nH]c3c(NCCN4CCOCC4)ncnc3c2c1
→ 95.4	1.61	21.6	1.03	1.5	-16.4	-0.5	6.5	7.4
COc1ccc(OC)c(S(=O)(=O)NCc2cn3c(C)csc3n2)c1
→ 82.8	1.05	-2.7	1.01	-3.9	4.8	1.0	3.3	-2.5
CCc1nc(SCC(=O)NCc2ccco2)c2c(=O)n(C)c(=O)n(C)c2n1
→ 87.4	1.07	-2.2	1.04	-4.4	9.8	-4.7	0.0	4.7
CC12CN(C(=O)c3ccccc3)C3(C#N)CC1CCC23C (stereo not drawn)
→ 79.1	1.06	-9.8	1.07	-6.4	-15.0	1.6	6.3	6.9
CCCCn1c(SCc2cc(=O)[nH]c3ccccc23)nc2c1c(=O)n(C)c(=O)n2C
→ 104.8	1.06	-15.8	1.04	-3.6	-4.1	1.9	5.9	2.9
O=C(C1CCCN(S(=O)(=O)c2cccc3nonc23)C1)N1CCC(Cc2ccccc2)CC1 (stereo not drawn)
→ 90.1	1.04	-7.9	1	-9.1	13.6	·	5.8	·
COc1ccccc1NC(=O)c1ccccc1NS(=O)(=O)N1CCCC1
→ 85.8	1.41	-4.0	1.07	-0.4	2.5	2.9	8.9	-3.3
C=CCN(C(=O)CNS(=O)(=O)c1ccccc1)C(C(=O)NCCOC)c1ccncc1 (stereo not drawn)
→ 78.9	1.06	-6.9	1	-6.3	9.6	-8.5	-1.1	-3.8
Cc1cccc(C2CC(c3ccccc3)Nc3nc(N)nn32)c1 (stereo not drawn)
→ 102.2	1.14	-1.7	0.96	0.3	3.7	3.6	-0.5	3.4
O=C(COc1ccccc1Cl)Nc1ccc2c(c1)OCCO2
→ 91.7	1.12	-6.3	1.06	-4.4	16.6	4.7	5.9	3.0

# Following part
# Every second line gives: HER2 expr 66K	Autofluor 339	Cdc25B block	A340 absorber	Hsp90 inh	DUSP1 inh	JNK3 blocker	PKA inh	ROCK2 inh
COc1cc(S(=O)(=O)N(Cc2ccco2)C2CCCC2)ccc1-n1cnnn1
→ 111.8	1.08	6.8	1.02	-8.1	10.2	1.2	11.3	4.4
COc1ccc(-c2nc(C#N)c(NCCc3ccccc3)o2)cc1OC
→ 71.0	3.89*	-11.4	1.07	-0.6	-6.3	-3.5	0.2	-1.5
Cc1c(N(C)C)nc2ccccc2c1N
→ 88.5	1.08	4.0	1.06	-3.0	-2.7	-1.3	7.8	2.8
Cc1oc(-c2cccc(Cl)c2)nc1CN1CCCC(C(=O)NCc2ccco2)C1 (stereo not drawn)
→ 78.2	1.08	-7.4	1.01	-2.7	16.4	-4.6	-3.3	-2.8
Cc1nc2ccc(S(=O)(=O)NCC(=O)N3CCN(c4ccccn4)CC3)cc2s1
→ 134.6	1.1	-2.2	0.99	-5.0	5.6	-7.2	5.6	5.7
COC(=O)c1cn(-c2ccccc2)nc1-c1cccnc1
→ 75.2	1.04	-9.3	1	·	4.9	·	-4.0	·
COc1cccc(-c2nnc(SCc3nc4ccccc4[nH]3)n2N)c1
→ 97.3	1.08	-9.4	1.02	0.7	-6.9	2.7	4.0	-0.2
CSc1nc(=NC(C)=O)ss1
→ 99.0	0.98	2.7	1.02	-3.0	-3.5	-2.5	6.5	2.4
Cc1nnc(NCc2ccco2)c2ccccc12
→ 127.2	1.06	1.8	1.02	-2.8	-1.3	0.5	-2.5	-1.6
COc1ccc(CN2C(=O)NC3(CCCCCC3)C2=O)cc1F
→ 88.3	0.99	-17.0	0.99	-2.1	-13.8	-1.4	3.5	1.2
O=[n+]1c2c(n([O-])c3cc(Br)ccc31)CCC2
→ 98.3	1.07	5.6	1.09	-4.1	-14.2	-1.9	-0.3	-5.0
CC(C)=CC(=O)Nc1ccc(Br)cc1
→ 89.4	1.05	-6.5	0.97	-2.8	1.2	1.2	9.7	4.7
O=C(Nc1ccccc1)Nc1ccccc1C(=O)NCc1ccco1
→ 74.4	1.65	-10.0	1.03	-7.0	-6.4	0.1	8.1	-0.3
CCCOc1ccc(Cn2c(O)cc(=O)[nH]c2=O)cc1
→ 83.5	1.07	-31.3	1	-2.2	-10.7	-3.7	7.5	5.2
Cn1c(=O)oc2cc(S(=O)(=O)N3CCN(c4cccc(Cl)c4)CC3)ccc21
→ 77.1	1.14	4.9	1.06	-1.9	19.8	6.5	-7.9	2.7
O=C(CNC(=O)c1ccco1)OC(C(=O)c1ccccc1)c1ccccc1 (stereo not drawn)
→ 87.1	0.96	1.3	1.01	-2.9	20.8	1.5	-5.6	-1.3
O=S1(=O)N=C(N2CCc3ccccc3C2)c2ccccc21
→ 123.1	1.12	0.8	1.02	-2.0	26.0	-1.0	11.3	4.1
O=C(Oc1cccc(N2C(=O)CCC2=O)c1)C1CC(=O)N(c2ccc(Br)cc2)C1 (stereo not drawn)
→ 103.2	1.09	-15.8	1.02	-1.2	-1.5	4.7	1.5	4.7
CCc1ccc(Nc2cc(C)nc3nc(C)nn23)cc1
→ 92.7	1.1	-13.1	1.04	-4.3	3.6	-6.4	-0.7	0.8
COc1cccc(NC(=O)C2CC(=O)N=C(N)S2)c1 (stereo not drawn)
→ 32.5	1.15	-8.7	1.05	-1.1	-3.4	-1.5	7.1	3.2
C=CCOC(=O)C1=C(C)NC(SCC(=O)NC(=O)OCC)=C(C#N)C1c1cccnc1 (stereo not drawn)
→ 158.9	3.08*	-6.7	1.07	2.7	20.5	-18.7	4.1	-1.2
O=C(CCS(=O)(=O)Cc1ccccc1)NCc1ccco1
→ 109.8	1.14	-4.4	1.03	-3.3	-1.6	-0.9	-3.4	-3.0
Cc1ccc(CS(=O)(=O)Cc2ccc(C(=O)NCc3ccco3)o2)cc1
→ 51.5	1.11	-13.4	0.99	-4.3	-7.1	3.3	10.6	6.7
Cc1cc(C(=O)COC(=O)c2n[nH]c3ccccc23)c(C)n1C
→ 89.9	1.04	-2.6	1	-6.2	17.5	5.7	-1.2	-2.9
COc1cccc(-c2nnc(SCC(=O)N(C(C)C)C(C)C)o2)c1
→ 72.9	1.12	1.5	1	-1.8	-16.3	-5.3	5.6	-0.5
COC(=O)c1cc(NC(=O)CC2SCCNC2=O)cc(C(=O)OC)c1 (stereo not drawn)
→ 99.9	1.07	-8.3	1.05	-5.1	2.0	-0.7	2.3	5.4
COc1cccc(NC(=O)C2C3CC4OC(=O)C2C4C3)c1 (stereo not drawn)
→ 95.6	1.02	-7.3	1.01	-0.3	-1.6	1.0	2.8	3.8
CC(C)CCOCC(=O)Nc1cccc(C(=O)O)c1
→ 43.3	1.04	1.5	1.04	-2.3	21.5	4.2	1.6	4.3
COc1ccc(C2C=C(c3ccccc3)Nc3nc(CCCO)nn32)cc1 (stereo not drawn)
→ 132.2	4.87*	5.3	1.1	-1.9	24.3	0.4	0.3	-1.0
O=C(COc1ccc(-n2cnnn2)cc1)N1CCN(c2ccc(F)cc2)CC1
→ 60.2	1	0.3	0.99	1.3	-2.6	4.4	7.1	5.4

# The listing continues:
# Every second line gives: HER2 expr 66K	Autofluor 339	Cdc25B block	A340 absorber	Hsp90 inh	DUSP1 inh	JNK3 blocker	PKA inh	ROCK2 inh
CCCC(=O)Nc1nc(C(=O)OCC)cs1
→ 94.6	1.06	-1.0	1.22	-4.6	3.4	-1.8	5.7	1.1
COCCCNC(=O)C1CC(=O)N(C2CCCC2)C1 (stereo not drawn)
→ 68.5	1.01	-11.2	1.05	-2.3	2.7	-4.4	-1.9	0.5
O=c1c2c3c(sc2nc2sc(C4CC4)nn12)CCCC3
→ 92.1	1.01	-5.2	1.03	0.8	-0.5	7.2	1.6	0.9
O=C(COC(=O)C1=COCCO1)Nc1ncc(C(F)(F)F)cc1Cl
→ 131.1	1.13	3.0	1	-6.8	-11.6	-4.6	12.7	5.8
c1cc2[nH]snc2c2nc(C3CC3)nc12
→ 112.5	1.18	-7.4	1.02	-5.0	-16.7	11.8	18.0	6.7
Cc1ccc2c(c1)N(CC(=O)NC1CCCCC1C)C(=O)CO2 (stereo not drawn)
→ 90.0	1.1	-10.2	0.98	1.2	5.7	1.3	5.0	7.3

# Pulled by structure from the entries so far, 3 records:
# Every second line gives: HER2 expr 66K	Autofluor 339	Cdc25B block	A340 absorber	Hsp90 inh	DUSP1 inh	JNK3 blocker	PKA inh	ROCK2 inh
O=c1c2c3c(sc2nc2sc(C4CC4)nn12)CCCC3
→ 92.1	1.01	-5.2	1.03	0.8	-0.5	7.2	1.6	0.9
COCCCNC(=O)C1CC(=O)N(C2CCCC2)C1 (stereo not drawn)
→ 68.5	1.01	-11.2	1.05	-2.3	2.7	-4.4	-1.9	0.5
O=C(COC(=O)C1=COCCO1)Nc1ncc(C(F)(F)F)cc1Cl
→ 131.1	1.13	3.0	1	-6.8	-11.6	-4.6	12.7	5.8
